# Vif-A3G inh – blocks the Vif interaction with human APOBEC3G; Q9HC16; HeLa A3G-eYFP + Vif (tagged APOBEC3G with the HIV-1 protein that degrades it), YFP fluorescence, overnight; Potency, µM (titrated, usually from 46.1 µM), without a hit: at the highest dose activity, negative = active, actives largely listed as inhibitors; hit rate 0.076% among 410,000; AID 602310;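 further: potency means the concentration at half of the fitted maximal effect; on the % scale 0 is the no-effect control and ±100 the full control effect; nearly all actives have a fitted effect of over 60% in size; hits raise eYFP signal because A3G escapes Vif-driven loss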
#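 Read-out is eYFP fluorescence (Ex 488/Em 500-530) from Vif-expressing HeLa A3G-eYFP cells; more signal means A3G escaped Vif-mediated degradation. Cells plated overnight, compound pinned in, incubated overnight at 37 deg C.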
# Glioma ERSR ind – induces the endoplasmic reticulum stress response in human glioma cells | U87-MG GRP78 promoter luciferase reporter, 16 h | Potency, µM, without a hit: at the top dose activation, usual class: activators | hit rate 0.02% among 420,000 | AID 602332; further: potency means the concentration at half of the fitted maximal effect; series mostly up to about 76 µM; % of control where 0% means no effect; nearly all actives have a fitted effect of over 35% in size
#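 Stably transfected U87-MG glioma cells carrying a GRP78-based luciferase sensor; 16 h compound incubation. Luminescence end-point read 10 min after Bright-Glo addition at room temperature.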
# rTrxR1 inhibitor – inhibitors of rat thioredoxin reductase 1; recombinant rTrxR1, NADPH fluorescence consumption, selenite substrate; Potency, µM (series often up to 114 µM), for the others: at the top dose activity change, negative = inhibition, hits mostly inhibitors; hit rate 1% among 390,000; O89049; further: potency means the concentration at half of the fitted maximal effect; on the % scale 0 is the no-effect control and ±100 the full control effect; nearly all actives have a fitted effect of over 65% in size
# Target sequence (O89049 whole entry, looked up): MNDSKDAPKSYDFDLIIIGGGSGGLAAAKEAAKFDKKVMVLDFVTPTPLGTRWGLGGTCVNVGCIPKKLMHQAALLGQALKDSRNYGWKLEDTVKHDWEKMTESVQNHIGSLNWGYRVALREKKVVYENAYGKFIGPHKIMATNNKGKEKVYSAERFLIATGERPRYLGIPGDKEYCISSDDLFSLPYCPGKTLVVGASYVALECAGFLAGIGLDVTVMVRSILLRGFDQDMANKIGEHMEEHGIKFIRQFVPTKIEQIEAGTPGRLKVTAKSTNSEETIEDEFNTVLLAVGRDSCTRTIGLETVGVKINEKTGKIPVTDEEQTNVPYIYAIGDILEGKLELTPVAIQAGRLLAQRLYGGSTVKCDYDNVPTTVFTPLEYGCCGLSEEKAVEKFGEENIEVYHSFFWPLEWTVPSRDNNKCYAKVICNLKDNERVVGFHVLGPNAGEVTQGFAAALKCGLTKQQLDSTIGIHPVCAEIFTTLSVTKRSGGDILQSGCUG
#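 Rat TrxR1 (90 nM in the dispensed reagent) was pre-reduced with 400 uM NADPH for 5 min at room temperature, then incubated with compound for 15 min. After 400 uM selenite was added, NADPH fluorescence (Ex 340/Em 450 nm) was followed for 8 min.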
# Vif-APOBEC3F blk – inhibitors of Vif-A3F interaction. HeLa A3F-eYFP + Vif (tagged APOBEC3F with the HIV-1 protein that degrades it), YFP fluorescence increase. Potency, µM (series often up to 46.1 µM), for the others: at the highest dose activity, negative = active. hit rate 0.2% among 390,000; further: potency means the concentration at half of the fitted maximal effect; % of control where 0% means no effect; nearly all actives have a fitted effect of over 65% in size
#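 HeLa cells stably expressing Vif plus C-terminally eYFP-tagged A3F were seeded, incubated overnight at 37 deg C, dosed with compound, incubated overnight again at 37 deg C. Yellow fluorescence (Ex 488/Em 500-530) reported blocked Vif-mediated A3F-eYFP degradation.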
# IDH1 R132H inh – human IDH1 R132H inhibition; Potency, µM (top dose mostly 76.6 µM), inactives show at the highest dose activity change, negative = inhibition, most hits filed as inhibitors; IDH1-R132H enzyme, NADPH consumption, diaphorase/resazurin fluorescence; hit rate 0.093% among 390,000; further: potency means the concentration at half of the fitted maximal effect; on the % scale 0 is the no-effect control and ±100 the full control effect; nearly all actives have a fitted effect of over 65% in size
# Target sequence (O75874 whole entry R132H, stated change not applied): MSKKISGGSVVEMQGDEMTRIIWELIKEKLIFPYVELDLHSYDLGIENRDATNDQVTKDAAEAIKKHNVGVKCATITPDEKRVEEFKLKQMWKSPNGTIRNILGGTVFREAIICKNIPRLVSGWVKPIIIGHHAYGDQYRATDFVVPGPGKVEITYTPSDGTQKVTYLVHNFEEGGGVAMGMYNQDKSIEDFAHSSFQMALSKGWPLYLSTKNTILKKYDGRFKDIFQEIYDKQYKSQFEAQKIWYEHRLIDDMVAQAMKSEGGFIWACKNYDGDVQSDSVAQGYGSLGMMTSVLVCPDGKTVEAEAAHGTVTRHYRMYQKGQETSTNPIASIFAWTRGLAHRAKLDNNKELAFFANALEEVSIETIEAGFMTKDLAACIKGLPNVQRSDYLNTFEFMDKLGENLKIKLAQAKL
#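 IDH1-R132H (0.5 ug/mL dispensed) in pH 7.5 Tris buffer was preincubated 30 min with compound, then given a substrate mix of 0.016 mM NADPH and 2 mM alpha-KG for 80 min at room temperature; remaining NADPH was read by diaphorase/resazurin fluorescence.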
# LDHA inh – LDHA (human) enzyme inhibition; purified LDHA, NADH/diaphorase-resazurin fluorescence; stronger effect = lower value; activity change, % (values are at about 110 or 230 µM); hit rate 0.15% among 480,000; in the data active means activity change below about -30%; inconclusive means mostly about -25% to -30%;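 further: plate controls were DMSO wells for no effect and wells without enzyme for full effect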
#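 LDH5 2 nM; NADH 0.06 mM, pyruvate 0.2 mM; 200 mM Tris pH 7.4, EDTA, Tween-20; 5 min RT. Detection: diaphorase 0.133 mg/mL + resazurin 37 µM, fluorescence ex540/em590 at 0 and 20 min; normalized to enzyme-free and DMSO wells.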
# USP1 inh – inhibitors of human USP1/UAF1 deubiquitinase | recombinant USP1/UAF1, Ub-Rhodamine cleavage fluorescence | AID 743255 | hit rate 0.23% among 390,000 | Potency, µM (doses to about 57.1 µM), without a hit: at the highest dose activity change, negative = inhibition, hits mostly inhibitors; further: potency means the concentration at half of the fitted maximal effect; on the % scale 0 is the no-effect control and ±100 the full control effect; nearly all actives have a fitted effect of over 60% in size; inactives centre near -12
#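 1 nM enzyme complex + cpd, 15 min RT; start with Ub-Rho 150nM final; kinetic fluorescence ex 480/em 540, 6 reads q60 s. Buffer 50mM HEPES pH 7.8, 0.5mM EDTA, 0.1 mg/ml BSA, 1mM TCEP, 0.01% Tween-20.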
# RGS4 inhibitor – human RGS4 inhibition | Potency, µM (titrated, usually from 114 µM), for the others: top-dose activity change, negative = inhibition, usual class: inhibitors | P49798 | Transcreener GDP fluorescence polarization, RGS4-accelerated GTP hydrolysis | hit rate 0.039% among 390,000; further: potency means the concentration at half of the fitted maximal effect; on the % scale 0 is the no-effect control and ±100 the full control effect; nearly all actives have a fitted effect of over 75% in size; some results filed as inactive show a strong effect at the top dose
# Target sequence (P49798 whole entry, looked up): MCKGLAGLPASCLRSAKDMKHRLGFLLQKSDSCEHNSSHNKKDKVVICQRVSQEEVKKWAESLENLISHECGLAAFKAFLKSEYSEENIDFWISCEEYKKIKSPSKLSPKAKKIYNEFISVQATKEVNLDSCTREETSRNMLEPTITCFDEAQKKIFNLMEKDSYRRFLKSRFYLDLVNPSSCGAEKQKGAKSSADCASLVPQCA
#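 MLSMR compounds (23 nl, pin-transferred) preincubated 10 min at room temperature with a 500nM (2x) first reagent, then RGS4 at 900nM (2x) plus Transcreener GDP mix added; fluorescence polarization (620/688 nm) read before and after 90 min at 30 °C.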
# TrxR1 substrate – rat thioredoxin reductase 1 substrate activity; O89049; AID 588456; Potency, µM (series often up to 114 µM), inactives show top-dose activity change, negative = substrate turnover; hit rate 0.01% among 390,000; purified TrxR1 substrate turnover, NADPH consumption readout; further: potency means the concentration at half of the fitted maximal effect; on the % scale 0 is the no-effect control and ±100 the full control effect; nearly all actives have a fitted effect of over 50% in size
#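 Rat TrxR1, dispensed at 90 nM, was prereduced with 400 uM NADPH (final) for 5 min at ~22 deg C, then incubated with compound 15 min before 400 uM selenite. A first-read NADPH fluorescence drop versus no-compound background flagged substrates.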
# * marks the source's active call; other numbers are inactive results; u = inconclusive; x = no result given; & = joins results of further samples; [ ] = another dose, or the depositor's remark. Unless noted, the call rests on the fitted dose curve; in most records, active means well fitted curve in the direction sought with a large enough effect; inconclusive means small, poorly fitted or top-dose-only effect, or another doubt; inactive means no such curve, though single readings can be large; an effect the other way counts as inactive or inconclusive. These rows are one share of the data; the hit share may differ from the screen's.
SMILES	LDHA inh	Vif-A3G inh	rTrxR1 inhibitor	TrxR1 substrate	Glioma ERSR ind	IDH1 R132H inh	RGS4 inhibitor	Vif-APOBEC3F blk	USP1 inh
CCC(=O)Nc1ccc(C(=O)NNC(=O)COc2cccc(C)c2)cc1	-12	-1%	7%	-2%[11.4 µM]	-4%	8%	-42%	-10%	-18%
Cc1cc(C(=O)N2CCN(c3ccc([N+](=O)[O-])cc3)CC2)n[nH]1	-5	0%	26%	2%	2%	2%	-5%	-3%	-7%
COc1ccc(CN(C)C(=O)COC(=O)c2ccc3c(c2)OCO3)cc1OC	-3	1%	-7%	-13%	-1%	3%	11%	-3%	7%
CC(=O)Nc1ccc(NC(=O)COc2ccc(S(=O)(=O)NC(C)c3ccccc3)cc2)cc1 (stereo not drawn)	-7	1%	13%	4%	-2%	4%	-6%	6%	-13%
Cc1cc[n+](CC(=O)c2ccc(NC(=O)c3ccccc3)cc2)c2ccccc12	-5	5%	16%	3%	-5%	2%	-11%	-4%	-21%
Cc1cc(=O)[nH]c(SCc2cn3ccccc3n2)n1	-9	0%	-4%	-7%	-6%	9%	20%	-1%	-8%
Cc1nc2c3ccccc3nc(SCC(=O)N3CC(C)CC(C)C3)n2n1 (stereo not drawn)	-5	0%	25%	16%	-2%	1%	u	-11%	-4%
COc1ccc(CN2CCN(c3ncnc4sc5c(c34)CC(C)CC5)CC2)cc1F (stereo not drawn)	4	5%	-8%	1%	-3%	-6%	-9%	1%	-7%
COc1ccc(CN(C)C(=O)c2cccc(NC(=O)CC3SC(N4CCCCC4)=NC3=O)c2)c(OC)c1 (stereo not drawn)	-2	-9%	-13%[57.1 µM]	-10%[57.1 µM]	-8%	-4%	12%	12%	1%
Cc1cc(=O)oc2cc(OCC(=O)Nc3ccc(S(=O)(=O)N(C)C)cc3)ccc12	0&2	0%	6%	79%[activator]	-5%	-2%	-17%	1%	-23%
CC(C)c1ccc(NC2CCCN(C(=O)CCN3CCCO3)C2)cc1 (stereo not drawn)	4	0%	12%	9%	1%	1%	-6%	0%	-8%
CCOC(=O)c1cc2c(C)n(-c3ccc(N(C)C)cc3)c(C)c2cc(C(=O)OCC)c1=O	6	-3%	1%	5%	0%	1%	3%	-1%	-13%
O=C(O)C1CCN(C(=O)NC2CCCCC2)CC1	-3	1%	-1%	1%	-1%	8%	-15%	-4%	-12%
CC(=O)c1ccc[n+](C(C)CCC(C)[n+]2cccc(C(C)=O)c2)c1 (stereo not drawn)	5	5%	10%	4%[0.0914 µM]	3%	x	x	x	x
CCc1cc(=O)oc2c(C)c(OS(C)(=O)=O)ccc12	2	1%	-12%	20%	-1%	2%	-12%	x	-8%
Cc1ccc(S(=O)(=O)N2CCC(C)CC2)cc1	-3	0%	23%	-2%	-3%	4%	8%	-10%	-9%
CCOc1cc(-c2c(C#N)c(N)nc3c2CCCC3)ccc1O	-6	-1%	23%[57.1 µM]	21%[57.1 µM]	1%	-2%	15%	-2%	-12%
CC(OC(=O)c1ccncc1)C(=O)Nc1cccc([N+](=O)[O-])c1 (stereo not drawn)	-3	0%	6%[57.1 µM]	-12%	-2%	-2%	17%	-3%	-5%
CCCCn1c(N)c(N(CC(C)C)C(=O)c2cc(-c3ccncc3)nc3ccccc23)c(=O)[nH]c1=O	0	0%	-1%	1%	0%	5%	-19%	-8%	-15%
CCCCC1CN2CCc3c([nH]c4ccccc34)C2(C)C1 (stereo not drawn)	2	-4%	5%[57.1 µM]	-7%[57.1 µM]	-3%	2%	-29%	-3%	-15%
CCCCCc1n[nH]c2c1CCCC2	-10	0%	3%	-4%	2%	-7%	-26%	1%	-6%
Cc1nnc(NC(=O)CSC2=NN3CCCC(=O)N=C3S2)s1	-10	1%	28%	3%	0%	10%	12%[56.9 µM]	10%	-7%
CCN(CC)C(=O)Oc1c(Cl)cc(Cl)c2cccnc12	-7	-5%	21%	2%	4%	-1%	23%	-2%	-10%
Nc1ccc2c(c1)Oc1ccccc1C=C2	4	-16%	39%[activator][57.1 µM]	11%[57.1 µM]	12%	6%	-18%	-15%	-11%
Nc1ccccc1-c1nnc2n1CCCCC2	-3	2%	6%	9%	-3%	6%	-10%	5%	-20%
Cc1ccccc1C(=O)Nc1ccnn1C1CCN(C(C)Cc2ccccc2F)CC1 (stereo not drawn)	0	-6%	12%	-3%	2%	9%	5%	-2%	-12%
Nc1nonc1-n1nnc(C(=O)N/N=C/c2ccccc2Cl)c1COc1ccc(F)cc1	-4	-1%	38%[activator][57.1 µM]	8%[57.1 µM]	-5%	20%	-8%	-11%	-7%
Cc1ccc(C(=O)NCCCc2ccccc2)s1	2	-2%	-1%	1%	0%	7%	-1%	-4%	-8%
CCOc1cc(N2CCOCC2)c(OCC)cc1NC(=O)c1cc(S(=O)(=O)N2CCOCC2)ccc1C	10	-2%	-4%	-1%	0%	5%	2%	1%	-12%
NC(=O)CC(NC(=O)Cc1ccc(Br)cc1)c1ccc(NC2CCCCCC2)c([N+](=O)[O-])c1 (stereo not drawn)	-5	-8%	2%	-6%	-4%	-11%	1%	u	-20%
COCCn1c(-c2ccc(OC)cc2)cnc1SCC(=O)Nc1cccc2ccccc12	14	-9%	9%	0%	3%	2%	-5%	-4%	-22%
COc1nc(NS(=O)(=O)c2ccc(C)cc2)nc(C)c1Cl	0	2%	3%	-3%	-2%	5%	-8%	x	-10%

# 3 compounds out of the list above, sorted by the value under RGS4 inhibitor, low to high.
smiles	Vif-A3G inh	rTrxR1 inhibitor	TrxR1 substrate	Glioma ERSR ind	IDH1 R132H inh	RGS4 inhibitor	USP1 inh
CCc1cc(=O)oc2c(C)c(OS(C)(=O)=O)ccc12	1%	-12%	20%	-1%	2%	-12%	-8%
COc1ccc(CN(C)C(=O)c2cccc(NC(=O)CC3SC(N4CCCCC4)=NC3=O)c2)c(OC)c1 (stereo not drawn)	-9%	-13%[57.1 µM]	-10%[57.1 µM]	-8%	-4%	12%	1%
CCOc1cc(-c2c(C#N)c(N)nc3c2CCCC3)ccc1O	-1%	23%[57.1 µM]	21%[57.1 µM]	1%	-2%	15%	-12%

# Next records follow:
SMILES	LDHA inh	Vif-A3G inh	rTrxR1 inhibitor	TrxR1 substrate	Glioma ERSR ind	IDH1 R132H inh	RGS4 inhibitor	Vif-APOBEC3F blk	USP1 inh
O=C(CSC(=S)N1CCCC1)Nc1cc2c(cc1Br)OCCO2	-2	-6%	25%	6%	-4%	-5%	1%	3%	-24%
COc1ccc(C2CC(c3ccccc3)=NN2C(=S)Nc2ccccc2)cc1 (stereo not drawn)	-11	-2%	12%[57.1 µM]	-8%	-3%	2%	7%	0%	-11%
Cc1ccc2nc(N(CCCN(C)C)C(=O)c3cc(-c4cccs4)nc4ccccc34)sc2c1	-10	-19%	30%	36%[activator]	-15%	0%	-35%	3%	-19%
OC(COc1ccccc1F)CN1CCC(Cc2ccccc2)CC1 (stereo not drawn)	-4	2%	28%	0%	-3%	12%	20%	0%	3%
O=C(O)c1ccc(Nc2nc(-c3ccccc3)c3cc(Br)ccc3n2)cc1	-9	13%	-9%	-7%	-4%	-28%	13%	5%	39%[activator]
Nc1cc2c(cc1O)CCCC2	13	-1%	1%[57.1 µM]	6%[57.1 µM]	4%	3%	-47%	2%	-16%
Cc1cccc2cc(C(c3nnnn3CC3CCCO3)N3CCc4ccccc4C3)c(=O)[nH]c12 (stereo not drawn)	18	-1%	u	4%	-1%	3%	u	-6%	u
COc1cc2c(cc1OC)C(C)N(Cc1ccc3c(c1)OCO3)CC2 (stereo not drawn)	-8	-17%	8%[57.1 µM]	5%	-4%	3%	-17%	-5%	-15%
COc1ccc(Cl)cc1C(=O)OCC(=O)NCc1cccs1	-1	-10%	2%	6%	2%	0%	-6%	4%	-13%
CCN1CCN(c2cc(C)c3cc(NC(=O)Cc4ccc(OC)c(OC)c4)ccc3n2)CC1	6	4%	20%	45%[activator]	0%	14%	-32%	-11%	u
C=CCNc1nc(NC2CCN(C)CC2)c2cc(OC)c(OC)cc2n1	-5	0%	0%	28%	-7%	x	x	x	x
COC(CNC(=O)c1cn(C)c2ccc(S(=O)(=O)N3CCOCC3)cc2c1=O)OC	-5	-4%	13%	1%	-3%	5%	-6%	-7%	-20%
O=C(CSCc1c(Cl)cccc1Cl)NCC1CCCO1 (stereo not drawn)	-9	0%	0%	-1%	-4%	-4%	7%	-5%	-9%
Cc1cccc(NC(=O)C2CCN(S(=O)(=O)c3cccc4cccnc34)CC2)n1	-4	0%	8%	-1%	-1%	-6%	2%	-10%	-7%
CC(C)N(C(=O)COC(=O)Cn1cnc2ccccc21)c1ccccc1	-5	0%	19%[57.1 µM]	-1%[57.1 µM]	-4%	-8%	-15%	7%	-18%
Cc1ccc(C(=O)Nc2ccc3c(c2)OCO3)o1	5	-8%	-9%	-4%	-5%	5%	-37%[11.4 µM]	3%	-8%
O=C(O)CCCC(=O)Nc1ccc(Br)cc1C(=O)O	-6	0%	14%[57.1 µM]	10%[57.1 µM]	-3%	3%	20%[11.4 µM]	2%	-15%
Cc1ccc2oc(-c3ccc(Cl)c(NC(=O)c4cc5ccccc5o4)c3)nc2c1	-3	-3%	7%	10%	4%	-13%	-17%	1%	-20%
